# High-throughput results from PubChem BioAssay.
# NS3 helicase inh: blocks Hepatitis C virus NS3 helicase unwinding | actives 0.56% (n = 290,000) | NS3 helicase DNA unwinding, Cy5 molecular beacon fluorescence | AID 1800 | inhibition, % at 10.9 µM;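 active means inhibition above the mean of all tested compounds plus 3 SD, set per campaign, cut at about 35% in these data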;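 further: 0% = DMSO wells and 100% = thioflavine S control wells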
#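 Control set: DMSO versus 110 µM thioflavine S; Material: NS3 helicase fragment of HCV; Measured by: Cy5 fluorescence at 0 and 60 min, beacon hairpin quenching; Read-out basis: percent inhibition from t60/t0 fluorescence ratio; Times: reaction time 60 min, 25 °C; Repeats: single replicate; Compound dosing: single dose, 10.9 µM nominal final, DMSO 0.8% final.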
# GalR3 antag: antagonists of human GalR3; HEK293 GalR3-CNG cAMP membrane potential fluorescence; galR3 body fused to GalR1 C-terminus; inhibition, % at 3 µM; AID 651719; actives 0.44% (n = 360,000);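 active means inhibition above the screen-wide average plus 3 SD, cut at about 13% in these data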;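 further: forskolin and galanin both at EC90 stimulate the cells; cAMP rise reported by CNG channel membrane potential dye signal; 0% = forskolin plus galanin with DMSO and 100% = forskolin alone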
# IDE inh: inhibitors of human insulin-degrading enzyme in cells. AID 434962. inhibition, % at 5.59 µM. P14735. actives 0.41% (n = 320,000). HEK cells, FAbetaB cleavage, fluorescence polarization;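 active means percent inhibition above the average of all tested compounds plus 3 SD, set per screening campaign, cut at about 16% in these data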;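 further: IDE supplied by intact live HEK cells; FP after avidin binding of uncleaved biotin substrate so inhibition keeps polarization high; 0% = DMSO wells and 100% = 60 µM reference IDE inhibitor Ii1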
# IMP-1 inh: inhibitors of Pseudomonas aeruginosa IMP-1 metallo-beta-lactamase. purified IMP-1, nitrocefin hydrolysis, epi-absorbance fluorescence. inhibition, % at 5.6 µM. actives 0.45% (n = 290,000). AID 1556;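 active means inhibition above the mean plus 3 SD of all compounds in the same screening run, cut at about 4.5% in these data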;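 further: 0% = IMP-1 with DMSO and 100% = DMSO wells lacking enzyme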
#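 Assay system: purified recombinant IMP-1 beta-lactamase. Input: IMP-1 0.2 nM before substrate addition. Buffer or medium: Zinc- and detergent-supplemented HEPES buffer, pH 7.1. Schedule: 25 °C, 15 min preincubation, 25 min reaction. Signal: Epi-absorbance fluorescence, 480 nm excitation, 530 nm emission. Evaluation: percent inhibition from optical density relative to buffer-blank wells.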
# p-CIP stab down: p/CIP protein destabilization; Q05BA5; F442A p/CIP-EGFP cells, EGFP fluorescence, 16 h; decrease of EGFP signal, % at 10 µM; actives 0.01% (n = 290,000);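 active means EGFP signal decrease of at least 30% at 10 µM or well 3 SD below plate mean, unless failing retest; inactive means the rest, including hits failing retest or dose response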; further: some compounds called inactive have numbers as strong as hits; many of its hits are not listed in these tables
# CRFR2-BP antag: CRF-BP/CRF-R2 complex antagonism. inhibition, % at 11.8 µM. HEK293 CRF-R2/CRF-BP, CRF-induced calcium fluorescence. actives 0.59% (n = 350,000);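 active means inhibition of the ligand-induced calcium signal above about 50% at the single tested concentration, limit read from the data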
# SUMO HTRF inh: SUMOylation inhibition | HTRF SUMOylation assay, SAE1/SAE2 + UBC9, in vitro | AID 2006 | actives 0.36% (n = 290,000) | inhibition, % at 35 µM | P63279; in the data active means inhibition above about 50%, passing the limit was not always enough; inconclusive means no clear call, values can overlap the other calls; further: strong numbers were not always called active
# VIM-2 inhibitor: blocks Pseudomonas aeruginosa VIM-2 metallo-beta-lactamase. purified VIM-2, nitrocefin hydrolysis, epi-absorbance fluorescence. inhibition, % at 5.6 µM. actives 0.89% (n = 290,000). AID 1527;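 active means inhibition above the mean of all tested compounds plus 3 SD, cutoff set per screening run, cut at about 7.5% in these data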;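 further: red hydrolysis product quenches plate fluorescence so inhibitors raise well fluorescence; 0% = enzyme with DMSO and 100% = DMSO without enzyme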
# IDE cell activ: activators of human insulin-degrading enzyme in cells. P14735. HEK cells, FAbeta-B cleavage, fluorescence polarization; 0% vehicle, 100% cell-free pure enzyme wells. activation, % at 5.96 µM. actives 0.073% (n = 340,000). AID 493087;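 active means activation above the mean of all tested compounds plus 3 SD, set per screening campaign, cut at about 17% in these data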
# An asterisk follows results filed as active; ? = inconclusive; · = not tested or not shown.
SMILES,NS3 helicase inh,GalR3 antag,IDE inh,IMP-1 inh,p-CIP stab down,CRFR2-BP antag,SUMO HTRF inh,VIM-2 inhibitor,IDE cell activ
CCOC(=O)N1CCC(NC(=O)CCC(=O)N2CC(C)Oc3ccccc32)CC1 (stereo not drawn),0,-2,2,1.4,2,22,-6,-1.6,2
COc1ccc(C2=CSC3=NCCN23)cc1OC,21,-11,-9,-3.5,-12,-4,6,9.0*,3
Cc1ccccc1OCC(=O)OCC(=O)NC1CC1,·,-7,2,·,·,4,·,·,-1
CCCCCCNC(=O)CC(c1ccccc1)c1cc(Br)ccc1O (stereo not drawn),-6,-7,-3,-3.2,1,-7,-30,-0.2,3
Nc1cccc(C(=O)OCC(=O)NC2CCCc3ccccc32)c1 (stereo not drawn),-3,-6,0,-1.8,11,-10,3,-2.5,4
COc1ccc(C(=O)/C=C/Nc2ccc(C)cn2)cc1OC,3,-5,1,-3.3,-9,6,3,-1.5,6
O=C(Oc1ccc(Br)cc1C(=S)N1CCOCC1)c1ccc(F)cc1,-2,·,2,1.3,-7,1,10,-0.3,-1
CCCNC(=O)c1ccc2c(c1)nc(C)n2-c1cccc(Cl)c1,7,-3,0,-2.6,-5,5,11,0.3,-1
COCCn1c(=O)[nH]c2cc(C(=O)Nc3ccc(OC)c(Cl)c3)ccc2c1=O,-6,·,7,-4.1,0,-3,5,-0.5,-2
CCOC(=O)c1oc2c(c1C)C(=O)CCC2,-8,-11,1,-3.7,-6,8,-4,0.1,2
O=C(Nc1ccc2c(c1)OCO2)OCc1ccccc1,-3,·,7,-1.9,-1,17,3,-0.3,3
COc1ccc(C(C(=O)NC(C)(C)C)N(C(=O)CCC(=O)Nc2ccccn2)C2CCCCC2)cc1 (stereo not drawn),-2,-10,3,-4.8,-11,-3,15,-1.2,4
CN1CCCC1CCNc1ccc2sc3ccccc3c(=O)c2c1 (stereo not drawn),·,-7,4,·,·,-35,·,·,1
CCOC(=O)c1c(C)[nH]c(C(=O)COc2ccc3ccc(=O)oc3c2)c1C,·,2,2,·,·,-8,·,·,0
O=C(CNC(=O)c1ccc2c(c1)OCCO2)N/N=C/c1ccc(O)cc1O,-5,-6,0,-2.4,3,2,-1,-2.3,11
Nc1ccc(-c2nc3cc(N)ccc3n2CCO)cc1,11,-5,0,-3.0,-6,6,?,-2.9,2
COc1ccccc1CNc1ccc2c(c1)CCC2,-16,-10,-4,-1.2,-19,-3,11,-0.9,0
O=[N+]([O-])c1cccc2nc(-c3ccccc3)c(-c3ccccc3)nc12,-20,-8,-6,-2.1,-12,3,12,-2.9,1
Cc1cc2ncn(S(=O)(=O)c3ccc(S(=O)(=O)N4CCOCC4)cc3)c2cc1C,4,-2,-1,-5.4,-19,-7,15,-3.3,1
O=C(NC(=S)Nc1cc([N+](=O)[O-])ccc1O)c1ccc2c(c1)OCO2,5,2,0,-1.3,12,30,-20,-6.5,9

# Individual results from the results shown:
# GalR3 antag, O=[N+]([O-])c1cccc2nc(-c3ccccc3)c(-c3ccccc3)nc12 : -8
# NS3 helicase inh, COc1ccc(C(C(=O)NC(C)(C)C)N(C(=O)CCC(=O)Nc2ccccn2)C2CCCCC2)cc1 (stereo not drawn) : -2

# Sorted by value in CRFR2-BP antag (descending): 3 from the list above.
structure	CRFR2-BP antag
O=[N+]([O-])c1cccc2nc(-c3ccccc3)c(-c3ccccc3)nc12	3
O=C(CNC(=O)c1ccc2c(c1)OCCO2)N/N=C/c1ccc(O)cc1O	2
CN1CCCC1CCNc1ccc2sc3ccccc3c(=O)c2c1 (stereo not drawn)	-35

# (cont.)
SMILES,NS3 helicase inh,GalR3 antag,IDE inh,IMP-1 inh,p-CIP stab down,CRFR2-BP antag,SUMO HTRF inh,VIM-2 inhibitor,IDE cell activ
Cc1ccc(N(CN2CCCC2=O)C(=O)c2ccccc2)cc1,-15,3,2,-1.8,-3,-22,8,-0.5,8
CC1CCCC(NC(=O)CCCn2c(=O)[nH]c3cc(Cl)ccc3c2=O)C1C (stereo not drawn),7,-5,5,-1.5,5,-18,0,-1.2,-2
C=C(C)COc1ccc(-c2[nH]ncc2Oc2ccccc2OCC)c(O)c1,-20,-2,0,-2.0,-12,1,-7,-2.7,3
Cc1c(NC(=O)c2ccc(S(=O)(=O)Nc3ccccc3F)cc2)c(=O)n(-c2ccccc2)n1C,·,-6,-1,·,·,5,·,·,-2
CSc1ccc(C(=S)N2CCN(Cc3ccccc3)CC2)cc1,-1,-4,4,-1.4,0,36,-1,-1.8,3
Cc1ccn2c(=O)nc(SCC(=O)NCc3ccccc3Cl)nc2c1,·,1,-1,·,·,-8,·,·,0
CCNC(=S)N/N=C/c1ccc(F)cc1,-1,-3,-4,-4.5,2,·,10,-3.2,·
NC(=O)c1ccc(NCCCN2CCOCC2)c([N+](=O)[O-])c1,-7,-2,-1,-2.4,6,13,14,-1.4,2
C#CCSc1nnc(-c2cc3c(C(F)(F)F)nn(C)c3s2)n1C,-1,1,1,-1.8,16,17,-8,1.7,3
Cc1cccc(CN2CCc3c([nH]c4ccccc34)C2)c1,-41,-10,-1,-2.7,-4,-12,3,-2.9,3
CCOc1cc(C(=O)NCc2ccncc2)cc(OCC)c1OCC,-4,-4,-2,-2.5,-1,-6,-6,-0.4,0
COCCCn1c(CCC(=O)O)ccc1-c1cccs1,12,-2,3,-0.7,-13,1,25,-7.2,5
Cn1c(=O)oc2cc(S(=O)(=O)N3CCC(C(=O)NCCc4ccccc4)CC3)ccc21,-1,3,6,-2.0,8,12,16,-2.3,5
Cc1ccc2[nH]c3c(=O)n4c(nc3c2c1)SCC4,-2,-7,-6,0.0,12,30,3,3.9,0
O=C(c1ccccc1CCc1ccccc1)N1CCN(c2ccccn2)CC1,-11,-4,3,-1.9,-4,-15,-12,-0.5,1
CC1CC(C)CN(C(=O)Cn2ncc3c([nH]c4ccccc43)c2=O)C1 (stereo not drawn),-2,0,-2,-2.6,3,-13,-5,-1.2,0
COc1ccc(CN(CC(=O)NC2CCCCC2)C(=O)CCC(=O)Nc2nccs2)cc1,0,-7,0,-2.6,-8,-11,9,-0.4,4
COc1ccc(CNC(=O)CCC(=O)Nc2nnc(C(C)C)s2)cc1,4,-3,5,-3.0,-14,6,11,-2.5,1
O=C(CN1C(=O)/C(=C/c2ccc(F)cc2)SC1=S)N1CCN(CCc2ccccn2)CC1,-25,2,14,-2.9,-16,-10,7,-4.8,-11
COc1ccc(NC(=O)C2(c3ccc(NC(=O)c4ccc(OC(C)=O)cc4)cc3)CCCC2)cc1,7,-6,3,-3.1,-13,3,9,-2.9,-2
Cc1ccc2c(C)c(C(=O)NCCN3CCCC(O)C3)oc2c1C (stereo not drawn),-9,-8,3,-1.5,11,-4,7,4.5,1
CCC(=O)c1cn(CC(=O)Nc2ccc(C)cc2)c2ccccc12,-2,-10,1,-1.8,-1,-11,14,1.0,6
CC(C(=O)N1CCOCC1)N1C(=O)C2C3CC(C(Br)C3Br)C2C1=O (stereo not drawn),-1,2,0,-2.1,7,-16,-1,-2.1,0
c1cc(CN2CCN(C3CCCCCC3)CC2)ccn1,-2,-6,1,-3.0,-1,-4,6,-3.4,0
CCOC(=O)Cc1n[nH]c(=O)c2ccccc12,3,-2,3,0.5,9,-2,-2,0.9,6
Cc1ccc(S(=O)(=O)c2nc(S(C)(=O)=O)sc2N2CCCCC2C)cc1 (stereo not drawn),-4,-6,3,-1.4,8,-13,7,-0.1,5
O=C(C1CCN(S(=O)(=O)c2ccccc2F)CC1)N1CCN(Cc2ccc3c(c2)OCO3)CC1,·,-7,3,·,·,0,·,·,7
Cc1ccc(-n2c(O)c(/C=N/NC(=O)C3COc4ccccc4O3)c3ccccc3c2=O)cc1 (stereo not drawn),-13,2,-3,-3.4,6,-7,-5,-4.3,1
C=C(C)COc1ccc(-c2nc(N)ncc2-c2ccc(Cl)cc2)c(O)c1,-28,-5,-2,-2.5,-1,6,-14,-3.8,6
O=C(CSc1c2c(nc3ccc(Cl)cc13)CCCC2)NCc1ccco1,-2,-6,1,-3.1,0,6,23,-3.9,0
O=C(Nc1ccccc1)C1CCCN(S(=O)(=O)c2ccc(-n3cnnn3)cc2)C1 (stereo not drawn),5,5,-2,-3.3,-8,14,34,-2.7,-2
CCN(CC(=O)Nc1ccccc1C(=O)OC)S(=O)(=O)c1ccccc1,-3,0,-1,1.4,0,16,-5,-0.9,-5
N#Cc1ccsc1NC(=O)CCN1CCN(C(c2ccccc2)c2ccccc2)CC1,-41,-5,-2,-2.5,-1,0,-7,-1.0,-1
NS(=O)(=O)c1ccc(CCNC(=O)CCCOc2ccccc2)cc1,1,12,2,-4.7,1,20,16,-0.1,4
O=C(NC1CCCc2ccccc21)c1ccc(=O)[nH]c1 (stereo not drawn),-6,-4,-3,1.6,-12,-13,8,-0.2,4
O=S(=O)(NCc1cccnc1)c1ccc(Cl)c(Cl)c1Cl,-2,-3,6,-0.5,-14,10,9,0.4,4
CSc1nc(-c2ccccc2)nc(NC(=O)c2ccccc2)c1C(C)=O,1,-8,-2,-1.9,8,-4,-2,-3.7,5
COc1ccc(-c2nc(-c3cccs3)c(-c3cccs3)[nH]2)cc1OC,21,-3,0,2.0,4,-5,6,-1.7,11
Cc1ccc(S(=O)(=O)Cc2ccc(C(=O)NCc3ccc4c(c3)OCO4)o2)cc1,1,-5,3,-3.1,-14,24,-3,-1.6,7

# In the list so far, 4 have a furan ring, fused or not:
SMILES,NS3 helicase inh,GalR3 antag,IDE inh,IMP-1 inh,p-CIP stab down,CRFR2-BP antag,SUMO HTRF inh,VIM-2 inhibitor,IDE cell activ
CCOC(=O)c1oc2c(c1C)C(=O)CCC2,-8,-11,1,-3.7,-6,8,-4,0.1,2
Cc1ccc2c(C)c(C(=O)NCCN3CCCC(O)C3)oc2c1C (stereo not drawn),-9,-8,3,-1.5,11,-4,7,4.5,1
O=C(CSc1c2c(nc3ccc(Cl)cc13)CCCC2)NCc1ccco1,-2,-6,1,-3.1,0,6,23,-3.9,0
Cc1ccc(S(=O)(=O)Cc2ccc(C(=O)NCc3ccc4c(c3)OCO4)o2)cc1,1,-5,3,-3.1,-14,24,-3,-1.6,7
